Screening results as filed in PubChem.
GAA glycogen: alters human alpha-glucosidase cleavage of glycogen. P10253. recombinant GAA, glycogen substrate, Amplex Red glucose oxidase fluorescence. Potency, µM (highest dose often 76.4 µM), for inactives: top-dose activity change, negative = inhibition, actives largely listed as inhibitors. hit rate 0.38% among 300,000. AID 2100; active = well fitted inhibition curve with a large enough effect;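 also: 0% = full enzyme reaction and -100% = no-enzyme basal signal; the screen sought inhibitors and activators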
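Natural-substrate format: glycogen cleavage by 4 nM human enzyme, glucose read by Amplex Red coupling (Ex 573, Em 610 nm). Normalized to enzyme and no-enzyme controls.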
* hit, by the source's call; [ ] = another dose, or the depositor's remark. Potency is read from the fitted curve at half-maximal effect. These rows are one share of the data (hit frequency here may not be typical).

SMILES	GAA glycogen
O=C(CSc1nnc(CNC(=O)c2ccccc2)o1)NCc1ccco1	-1.3%[76.3 µM]
Cc1cccc(SC2CCN(C(=O)C3CCC(=O)N(C4CC4)C3)CC2)c1 (stereo not drawn)	2.6%[76.3 µM]
COc1ccc(CC(=O)Nc2sc3c(c2C(N)=O)CCCC3)cc1	0.0%
O=C(O)c1cc(-c2ccc(-c3c(-c4ccc5c(c4)OCO5)noc3-c3ccsc3)cc2)nc2ccccc12	-10.7%[76.3 µM]
CC1CCCCN1C(=O)c1cc(-c2ccc3c(c2)OCO3)on1 (stereo not drawn)	1.3%[76.3 µM]
COc1ccc(C(NCC(=O)NC(C)c2ccc(Cl)cc2)c2ccccc2)cc1 (stereo not drawn)	-12.5%
O=C(CCCc1ccccc1)Nc1ccc(Br)cc1F	-6.5%[76.3 µM]
O=C(O)C1CCCCC1C(=O)Nc1ccc(S(=O)(=O)N2CCCCCC2)cc1 (stereo not drawn)	1.3%
Cc1cc(NC(=O)Cc2cc(F)cc(F)c2)no1	-2.5%
COc1cccc(CN(C)CC(O)COc2cc(Cl)ccc2Cl)c1 (stereo not drawn)	7.0%
O=C(NCC1CCN(C(=O)c2cccc([N+](=O)[O-])c2)CC1)c1cccc([N+](=O)[O-])c1	-3.1%
CCCN1CCN(C(=O)c2oc3ccccc3c2NC(=O)C2CC2)CC1	-3.6%[76.3 µM]
Cc1ccccc1C(=O)NC1CCN(CC(=O)Nc2ccccc2)CC1	-2.0%[76.3 µM]
Cc1ccc(Cc2c(C)nc3nc(SCC(=O)NCCCN4CCCCCC4)nn3c2C)cc1	-0.2%
CC(C)Cc1cc(C(C)(C)C)ccc1OC(=S)N(C)C	12.2%[76.3 µM]
CCc1ccc2c(CN(C)Cc3ccc(OC(F)F)c(OC)c3)cc(=O)oc2c1	-7.5%
O=C(NCCN1CCN(C(=O)c2ccccc2Cl)CC1)C(=O)NCc1ccccc1	1.2%
CCc1nnc2n1N=C(c1ccc(Cl)cc1Cl)CS2	-11.3%[76.3 µM]
CC(=O)Nc1ccc(-c2nc3ccccc3c(=O)o2)cc1	5.0%
CCC(C)NC(=O)c1ccc(CN2CCc3ccccc3C2)cc1 (stereo not drawn)	4.7%[76.3 µM]
CCOc1ccc(CNC(=O)C2Cc3cc(S(=O)(=O)N4CCCCC4)ccc3N2C(C)=O)cc1 (stereo not drawn)	-2.4%[76.3 µM]
Cn1ccnc1SCC(=O)NC1CCCC1	-9.9%
COc1cccc2c1Oc1cc([N+](=O)[O-])cc(N(C)C(C)=O)c1C=C2	-3.3%
O=C(Nc1cccnc1)c1cc(S(=O)(=O)N2CCOCC2)ccc1Br	-5.2%[76.3 µM]
Nc1nonc1-n1nnc(C(=O)N/N=C/c2ccccc2F)c1CN1CCc2ccccc21	-1.8%[76.3 µM]
COCc1cc(=O)[nH]c2cc(NC(=O)c3cccc(OC)c3)c(C)cc12	4.9%
CC(C)CN(C(=O)CCC(=O)OCC(=O)NCCc1ccccc1)c1c(N)n(CC(C)C)c(=O)[nH]c1=O	-4.1%[76.3 µM]
C[C@H](NC(=O)C1CC(=O)N(c2ccc3c(c2)OCCO3)C1)C(=O)NCc1ccco1 (stereo partly drawn)	-0.9%[76.3 µM]
COc1ccc(S(=O)(=O)N(C)CC(=O)NCc2ccc3c(c2)OCO3)cc1	7.6%
Cc1ccc(S(=O)(=O)N2CCC(C(=O)N3CCc4ccccc43)CC2)cc1	-7.1%[76.3 µM]

Fetched by compound from above (4):
SMILES	GAA glycogen
CC(C)CN(C(=O)CCC(=O)OCC(=O)NCCc1ccccc1)c1c(N)n(CC(C)C)c(=O)[nH]c1=O	-4.1%[76.3 µM]
Nc1nonc1-n1nnc(C(=O)N/N=C/c2ccccc2F)c1CN1CCc2ccccc21	-1.8%[76.3 µM]
CCOc1ccc(CNC(=O)C2Cc3cc(S(=O)(=O)N4CCCCC4)ccc3N2C(C)=O)cc1 (stereo not drawn)	-2.4%[76.3 µM]
CCc1nnc2n1N=C(c1ccc(Cl)cc1Cl)CS2	-11.3%[76.3 µM]

(further entries)
SMILES	GAA glycogen
O=C(N/N=C/c1ccc(O)c(O)c1)N/N=C/c1ccc(O)c(O)c1	1.41µM*
C[C@H]1CCC(=O)N([C@H](CN=[N+]=[N-])Cc2ccccc2)CC1	6.2%[76.3 µM]
CCc1nnc(SCC(=O)Nc2ccc3c(c2)OCO3)n1CC	-3.4%[76.3 µM]
COc1ccc(N)cc1NC(=O)CN1CCCC1	-19.0%[76.3 µM]
COc1ccc(NC(=S)N2CCC(NC(=O)c3ccco3)CC2)cc1	-5.6%[76.3 µM]
Cc1cc(NC(=O)C(C)Oc2ccc(C(C)(C)C)cc2)no1 (stereo not drawn)	0.0%[76.3 µM]
O=C(NC1CCCN(Cc2ccc(Cl)cc2)C1)c1ccccc1C(F)(F)F (stereo not drawn)	-6.2%[76.3 µM]
Fc1ccccc1N1CCN(CCCc2ccccc2)CC1	-12.0%[76.3 µM]
Cc1ccc(S(=O)(=O)N/N=C\c2ccc3c(c2)OCO3)c(C)c1	-4.7%[76.3 µM]
CCC(CC)C(=O)N1CC(=O)Nc2ccc(F)cc2C1c1ccc(F)cc1 (stereo not drawn)	1.7%[76.3 µM]
COc1ccc(CCNc2ncnc3c2c(C)c(C)n3CCO)cc1OC	-6.9%
Oc1ccccc1Nc1nc(-c2ccccc2O)nc2ccccc12	4.3%
O=C(NC12CC3CC(CC(C3)C1)C2)c1cccc(OC(F)F)c1	-8.7%
Cc1c(NC(=O)C(C)OC(=O)c2cc(Cl)ccc2O)c(=O)n(-c2ccccc2)n1C (stereo not drawn)	-3.7%[76.3 µM]
CCn1cc(CN2CCCC(CNS(=O)(=O)c3ccc(OC)cc3)C2)cn1 (stereo not drawn)	0.7%[76.3 µM]
COc1ccccc1NS(=O)(=O)c1ccc2oc(=O)ccc2c1	-6.2%[76.3 µM]
COc1ccccc1CNC(=O)c1oc2ccccc2c1C	-8.7%[76.3 µM]
O=C(O)c1cc(-c2ccccc2Cl)n(-c2cccc(Cl)c2)n1	-1.2%
COc1ccc(Nc2ncnc3ccc(Br)cc23)c(OC)c1	-9.9%[76.3 µM]
O=C(NCCN1CCCC(O)C1)c1cc(COc2ccc(F)cc2Cl)on1 (stereo not drawn)	-7.7%[76.3 µM]
CCCN1CCC(=O)N([C@H](CO)CC(C)C)CC1	-12.3%[76.3 µM]
CCN(CC)S(=O)(=O)c1ccc(OCC(=O)NC(=O)c2ccccc2OC)c([N+](=O)[O-])c1	2.7%[76.3 µM]
C/C(=N/NC(=O)c1ccc(Br)s1)c1ccncc1	-1.3%[76.3 µM]
COc1cccc(NC(=O)CCc2c(C)nn(-c3ccc(N4CCOCC4)nn3)c2C)c1	-9.1%[76.3 µM]
COc1ccc(CNC(=O)CCC(=O)Nc2ccc(Cl)cc2)cc1	-1.1%[76.3 µM]
Cc1ccc(C(=O)NC2=NCCS2)cc1Cl	16.0%[76.3 µM]
COc1ccc(Cl)cc1NC(=O)CC(=O)Nc1cc(Cl)ccc1OC	-13.9%
COc1ccc(Cn2c(=S)[nH]c3ccccc3c2=O)cc1	0.8%
COc1ccc(-c2cc(C(=O)NC3CCCC3)no2)cc1	3.2%
CC1CCN(C(=O)CSc2nnc(CNC(=O)c3ccc(F)cc3)o2)CC1	0.1%[76.3 µM]

Among those listed so far, 2 have a tert-butyl group.
SMILES	GAA glycogen
CC(C)Cc1cc(C(C)(C)C)ccc1OC(=S)N(C)C	12.2%[76.3 µM]
Cc1cc(NC(=O)C(C)Oc2ccc(C(C)(C)C)cc2)no1 (stereo not drawn)	0.0%[76.3 µM]

Going on with the list:
SMILES	GAA glycogen
O=S(=O)(c1cccc(Cn2nnc(-c3ccc(F)cc3)n2)c1)N1CCOCC1	2.0%[76.3 µM]
COc1ccc(C2SCC(=O)N2c2ccccc2)cc1 (stereo not drawn)	6.6%
CSc1ccccc1NC(=O)CN(C)C(=O)CCc1c[nH]c2ccccc12	-14.1%
CCOC(=O)C1CCCN(Cc2ccc(OCc3ccccc3)c(OC)c2)C1 (stereo not drawn)	-3.3%[76.3 µM]
Cc1ccc(-c2cc(C(=O)N3CC(C)CC(C)C3)c3ccccc3n2)o1 (stereo not drawn)	2.8%
CCc1cccc(NC(=O)CCc2c(C)nn(-c3ccc(N4CCOCC4)nn3)c2C)c1	-2.6%[76.3 µM]
O=C(Nc1nnc(Cc2ccccc2)s1)Nc1ccccc1F	-4.5%[76.3 µM]
c1cnc2ccc(-c3ccc4ncccc4c3)cc2c1	12.9%[76.3 µM]
Cc1cc(C(=O)NC(C)C2CCCO2)c(C)o1 (stereo not drawn)	-4.8%[76.3 µM]
CCOCCCn1c(SCC(=O)Nc2ccc(OC)cc2)nc2ccccc2c1=O	-5.8%[76.3 µM]
COc1ccccc1NC(=O)CSc1nn2c(=O)c(C)nnc2s1	-4.5%[76.3 µM]
CCc1nnc(NC(=O)c2ccc(S(=O)(=O)N3CCCC(C)C3)cc2)o1 (stereo not drawn)	1.9%[76.3 µM]
Cc1ccc(N(C(=O)c2snc(C(N)=O)c2N)C(CC(C)C)C(=O)NC2CCCC2)cc1 (stereo not drawn)	-9.2%
O=C(Nc1nnc(C2CC2)s1)c1cc(Cl)sc1Cl	3.9%[76.3 µM]
Cc1noc(C)c1CN1C(=O)c2ccccc2C1=O	-8.9%[76.3 µM]
CC(=O)NC1C(=O)N(CCN2CCOCC2)c2ccc(Cl)cc21 (stereo not drawn)	3.1%
Cc1cccc(OCC(=O)NCc2ccc(F)cc2)c1	1.6%[76.3 µM]
COc1ccc(C(=O)CSc2nnc(CNC(=O)c3ccccc3F)n2C)cc1OC	-7.5%
COc1cccc(-n2c(=O)c3ccccc3n(CC(=O)NCC3CCCO3)c2=O)c1 (stereo not drawn)	9.5%[76.3 µM]
CC(C)OCCCNC(=O)Cn1ccc2cc(S(=O)(=O)N3CCCCC3)ccc21	-3.2%[76.3 µM]
O=C(C1CCN(S(=O)(=O)c2cccc3nsnc23)CC1)N1CCCCC1	8.0%[76.3 µM]
CCCc1c(C)nc(N2CCN(c3ccccc3F)CC2)[nH]c1=O	-11.7%[76.3 µM]
O=C(c1ccccc1)N1CCN(C(=O)c2nn3c(C(F)(F)F)cc(-c4ccco4)nc3c2Cl)CC1	-0.4%
O=C(CN1CCN(Cc2ccccc2F)CC1)Nc1ccccc1Cl	5.0%
COc1ccc(/C=C/C(=O)NCC(=O)N/N=C/c2cccs2)cc1	3.2%[76.3 µM]
COc1ccc(-c2cc(C(=O)N/N=C/c3cccnc3)c3ccccc3n2)cc1	-17.3%[76.3 µM]
CC(=O)c1cccc(NC(=O)NN2CCN(C)CC2)c1	2.4%[76.3 µM]
CN1C(=O)C(C)(C)c2cc(S(=O)(=O)NCC3CCC(C(=O)NC4CCCCC4)CC3)ccc21 (stereo not drawn)	0.1%[76.3 µM]
COC(=O)[C@H](Cc1ccccc1)[C@@H](C)OS(N)(=O)=O	6.2%[76.3 µM]
COc1cc(NC(=O)C/C(C)=N/NC(=O)C2CCCCC2)c(OC)cc1Cl	-6.0%[76.3 µM]
CCCCC[C@H]1CN(Cc2ccccc2)C(=O)[C@@H]1CC(=O)NCc1ccc(OC)cc1	-15.3%[76.3 µM]
O=C(/C=C/c1ccccc1O)c1ccco1	-0.3%[76.3 µM]
Cc1ccccc1C(=O)N=c1ccn(-c2nc3ccccc3nc2NS(=O)(=O)c2ccccc2)cc1	-1.8%[76.3 µM]
Cc1ccc(N2C(=O)C3CCCN3C2=S)cc1Cl (stereo not drawn)	-14.1%
COc1ccccc1OCCCC(=O)Nc1ccc2c(c1)OCCO2	5.6%[76.3 µM]
O=C(Nc1cccc(O)c1)c1c(O)c2ccccc2[nH]c1=O	6.2%[76.3 µM]
CSc1ccc(NC(=O)NCc2cccnc2)cc1	4.1%
Cn1c(=O)[nH]c(=O)c2c1nc(SCC(=O)O)n2CCCc1ccccc1	-1.3%
CS(=O)(=O)c1ccc2nc(NC(=O)c3ccccc3)sc2c1	-3.3%[76.3 µM]
CC(=O)N(C1=C(Cl)C(=O)c2ccccc2C1=O)c1ccc(C(=O)O)cc1	0.2%
Cc1c(CCC(=O)O)c(=O)oc2cc(OCc3cccc(F)c3)ccc12	1.0%
CC1CCN(c2ccc3nnc(CCC(=O)Nc4cc(F)ccc4F)n3n2)CC1	-1.7%[76.3 µM]
CN(C)CCCN(C(=O)c1ccc(C(=O)c2ccccc2)cc1)c1nc2cc3c(cc2s1)OCCO3	-2.4%[76.3 µM]
Cc1cc(C)cc(OCC(=O)N2CCc3ccccc3C2)c1	1.9%[76.3 µM]
COc1ccc(C(=O)Nc2ccc(C(=O)N3CCC(C)CC3)cc2)cc1OC	11.0%
COCCNC(=O)c1cn(C)c2ccc(S(=O)(=O)N3CCCC3)cc2c1=O	-1.9%[76.3 µM]
CCc1ccc(OCC(=O)NNC(=S)NC(=O)C2CCCCC2)c(Br)c1	-16.0%[76.3 µM]
O=C(NCCN1CCN(c2ccccc2F)CC1)c1ccc2nc3ccccc3c(=O)n2c1	-1.5%
C/C(=N\NC(=O)c1cccc2ccccc12)c1cccs1	-0.8%[76.3 µM]
Cc1nn(-c2ccccc2)c2nc(N)c(C#N)c(-c3ccc(O)c(O)c3)c12	-0.1%
NC(=O)CSc1nc2cccnc2n1-c1ccc(F)cc1	-3.4%[76.3 µM]
O=C(Cc1c(F)cccc1Cl)NNC(=O)Nc1ccc2c(c1)OCO2	-0.2%[76.3 µM]
CCOc1ccccc1CN1CCNC(=O)C1CC(=O)N(C)C1CCOCC1 (stereo not drawn)	-0.5%[76.3 µM]
COc1ccc(C(=O)NC2CC2)cc1OC1CCN(Cc2cc(C)cc(C)c2)CC1	0.7%[76.3 µM]
